Bioassay records from PubChem BioAssay.
JMJD2A Tudor inh = blocks the human JMJD2A Tudor domain; 390,000 tested, 4.4% active; O75164; Potency, µM (top dose mostly 114 µM), without a hit: top-dose activity change, negative = inhibition, most hits filed as inhibitors; AlphaScreen JMJD2A-Tudor / H3K4me3 peptide binding; AID 504339; note: % is set by controls: 0 for no effect and ±100 for the full control effect; nearly all actives have a fitted effect of over 50% in size
Pin1 inh = human Pin1 inhibition | 390,000 tested, 0.009% active | Pin1 FP peptide displacement, HiFluor488, 10 min | Potency, µM (top dose mostly 115 µM), inactives show at the highest dose activity, negative = inhibition, most hits filed as inhibitors | AID 504891; active = well fitted inhibition curve with a large enough effect in the polarisation, with a control signal flat, not every such curve was filed as active; inconclusive = small, poorly fitted or top-dose-only effect, or effect the other way, or a change in a side signal; inactive = no such curve, though single readings can be large or run the other way; the % refers to the polarisation; note: % is set by controls: 0 for no effect and ±100 for the full control effect
Target sequence (Q13526 whole entry, looked up): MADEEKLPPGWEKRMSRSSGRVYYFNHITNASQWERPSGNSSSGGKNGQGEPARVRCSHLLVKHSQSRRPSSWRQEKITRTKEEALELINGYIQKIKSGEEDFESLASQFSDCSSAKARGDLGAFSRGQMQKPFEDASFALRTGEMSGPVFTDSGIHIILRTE
BLM inh = inhibitors of human Bloom syndrome helicase BLM. 350,000 tested, 0.2% active. P54132. recombinant BLM DNA unwinding, fluorescence dequenching. AID 2528. Potency, µM (top dose mostly 56.1 µM), for the others: at the top dose activity change, negative = inhibition, actives largely listed as inhibitors;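 note: plate controls were vehicle for no effect and no enzyme for full effect; nearly all actives have a fitted effect of over 35% in size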
G9a inh = blocks human histone lysine methyltransferase G9a; Potency, µM (highest dose often 102 µM), for the others: at the top dose activity, negative = inhibition, actives largely listed as inhibitors; 350,000 tested, 8.8% active; AID 504332; G9a H3K9 monomethylation, AlphaScreen, 2 h; note: % is set by controls: 0 for no effect and ±100 for the full control effect; nearly all actives have a fitted effect of over 75% in size
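Step 1: enzyme (final 20 nM) with compound, 15 min RT. Step 2: substrate peptide 500 nM and SAM 20 uM, 2 h RT. Step 3: anti-H3K9me1 antibody and AlphaScreen beads, 10 min, then plate read.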
Pol iota inh = DNA polymerase iota (human) inhibition. Potency, µM (series often up to 115 µM), for inactives: at the top dose activity, negative = inhibition, actives largely listed as inhibitors. 390,000 tested, 1% active. Pol iota fluorescent replication assay, 10 min
Target sequence (Q9UNA4 whole entry, looked up): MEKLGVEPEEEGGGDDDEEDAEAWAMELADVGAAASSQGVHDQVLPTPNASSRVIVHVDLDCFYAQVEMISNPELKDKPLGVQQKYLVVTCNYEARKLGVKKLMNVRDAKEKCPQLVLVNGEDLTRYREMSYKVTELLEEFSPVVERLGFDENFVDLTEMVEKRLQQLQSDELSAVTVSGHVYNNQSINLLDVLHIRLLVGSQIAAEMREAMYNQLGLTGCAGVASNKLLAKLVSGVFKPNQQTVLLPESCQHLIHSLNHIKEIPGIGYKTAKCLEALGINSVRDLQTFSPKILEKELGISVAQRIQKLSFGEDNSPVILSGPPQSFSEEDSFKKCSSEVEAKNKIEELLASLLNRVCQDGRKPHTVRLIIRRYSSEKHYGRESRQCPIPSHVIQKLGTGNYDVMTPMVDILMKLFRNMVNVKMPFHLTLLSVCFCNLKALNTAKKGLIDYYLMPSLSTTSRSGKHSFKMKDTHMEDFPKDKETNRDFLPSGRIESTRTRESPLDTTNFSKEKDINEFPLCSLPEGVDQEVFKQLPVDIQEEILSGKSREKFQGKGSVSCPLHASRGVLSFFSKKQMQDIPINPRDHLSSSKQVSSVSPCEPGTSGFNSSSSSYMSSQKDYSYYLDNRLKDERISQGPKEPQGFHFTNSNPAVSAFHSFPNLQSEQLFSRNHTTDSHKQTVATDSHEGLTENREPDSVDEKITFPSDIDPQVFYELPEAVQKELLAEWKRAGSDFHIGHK
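Pol iota at 10 nM preincubated 15 min with compounds at room temperature; reaction started with fluorescent substrate, 50 nM final. Fluorescence read kinetically at 0 and 10 min; buffer-only wells as negative control.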
GLS inh = inhibitors of human glutaminase (GLS); 410,000 tested, 0.21% active; O94925; AID 624170; Potency, µM (doses to about 45.5 µM), for inactives: at the top dose activity change, negative = inhibition, most hits filed as inhibitors; GLS enzymatic activity, qHTS titration; note: % is set by controls: 0 for no effect and ±100 for the full control effect
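hKGA; 45 mM KH2PO4 pH 8.2 + 0.02% Tween-20; cpd via pin tool; 1 mM Gln soln; GluOx/HRP/Amplex Red; RT 30 min; fluor. t0 & final.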
PGK inhibitor = inhibitors of T. brucei phosphoglycerate kinase; P07378; AID 602233; 380,000 tested, 0.043% active; Potency, µM (titrated, usually from 57.5 µM), inactives show top-dose activity change, negative = inhibition, most hits filed as inhibitors; PGK/GAPDH coupled, Kinase-Glo luminescence, 60 min; note: % is set by controls: 0 for no effect and ±100 for the full control effect; nearly all actives have a fitted effect of over 60% in size
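Recombinant glycosomal PGK reaction used 1,3-bisphosphoglycerate generated in-well by GAPDH (100nM final) in 100mM TEA pH 7.6, 5mM MgCl2, 0.01% Tween-20. After 60 minutes at room temperature, ATP was read by Kinase-Glo Plus luminescence end-point.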
BAZ2B inh = inhibitors of human BAZ2B bromodomain. AlphaScreen BAZ2B-H3K14Ac peptide displacement. 360,000 tested, 4.4% active. Potency, µM (doses to about 114 µM), for the others: top-dose activity change, negative = inhibition, actives largely listed as inhibitors. Q9UIF8; note: % is set by controls: 0 for no effect and ±100 for the full control effect; nearly all actives have a fitted effect of over 60% in size
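AlphaScreen luminescence quantifies BAZ2B engagement of H3K14Ac peptide; the protein and biotinylated peptide are both at 50 nM final, buffer PBS pH 7.4 with 0.01% Tween-20, all steps at room temperature.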
HP1b chromo inh = HP1-beta chromodomain-methylated histone interaction inhibition; 390,000 tested, 0.56% active; Potency, µM (series often up to 114 µM), inactives show top-dose activity change, negative = inhibition, hits mostly inhibitors; AlphaScreen HP1-beta / biotin-H3K9me3 peptide binding; note: nearly all actives have a fitted effect of over 70% in size; inactives centre near 23
Target sequence (P83916 whole entry, looked up): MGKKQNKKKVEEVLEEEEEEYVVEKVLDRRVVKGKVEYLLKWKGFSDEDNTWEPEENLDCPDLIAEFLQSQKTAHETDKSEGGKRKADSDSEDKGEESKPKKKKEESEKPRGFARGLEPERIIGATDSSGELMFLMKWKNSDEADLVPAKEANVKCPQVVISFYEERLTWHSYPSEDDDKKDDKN
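Compound inhibition of the preformed complex between 50 nM HP1-beta and 50 nM biotinylated H3K9me3 peptide was read by AlphaScreen. Buffer was PBS pH 7.4 with 0.01% Tween-20. Incubations ran 30 min at room temperature, with 10 ug/mL donor/acceptor beads.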
Starred values were filed as active, the others as inactive; i = inactive; ? = inconclusive; . = no result given; & = joins results of further samples; [ ] = dose if it differs, or a comment. Unless noted, calls come from the whole dose curve; as a rule, active = well fitted curve in the direction sought with a large enough effect; inconclusive = small, poorly fitted or top-dose-only effect, or another doubt; inactive = no such curve, though single readings can be large; an effect the other way counts as inactive or inconclusive. Potency is the fitted concentration of half-maximal effect. A portion of the library; the hit share may differ from the screen's.

SMILES	JMJD2A Tudor inh	Pin1 inh	BLM inh	G9a inh	Pol iota inh	GLS inh	PGK inhibitor	BAZ2B inh	HP1b chromo inh
Cc1ccc(/C(N)=N/OC(=O)c2cccs2)cc1	18.5%	9.5%	-0.9%	12.4%[59 µM]	13.3%	0.7%	1.8%	29.8%	38.3%
c1cc(CNC2=NCCCCC2)ccn1	-5.3%[57.1 µM]	5.2%	-3.1%	-41.0%[12.7 µM]	7.9%	-4.1%	i	?	85.3%[activator]
COC(=O)c1ccc(N2NC(=O)/C(=C/c3cc(OC)c(OC)c(OC)c3)C2=O)cc1	-10.3%	?	-4.5%	-12.2%[2.33 µM]	?	?	i	-30.5%	19.4%
CCOC(=O)N1CCN(C(=O)CS(=O)Cc2nc(-c3cccc(C)c3)oc2C)CC1 (stereo not given)	-5.6%	-10.7%	0.9%	-14.8%	-18.4%	2.4%	-0.7%	6.7%	33.5%
COc1ccccc1CN1C(=O)[C@@H]2C(CCC(N)=O)NC3(C(=O)Nc4c3ccc(Cl)c4C)[C@@H]2C1=O (stereo not given in full)	-28.6%	4.5%	-3.5%	?	124.1%[activator]	10.6%	-3.7%	0.0%	6.9%
COc1cc(NC(=O)C/C(C)=N/NC(=O)c2cccc(O)c2)c(OC)cc1Cl	-23.0%	-2.0%	-0.6%	3.3%	34.8%[activator]	-3.2%	-3.8%	-31.0%	33.2%
OCCN1CCN(c2ncnc3sc(-c4ccccc4)cc23)CC1	-20.3%[11.4 µM]	0.2%	6.7%	-31.9%	109.8%[activator]	-10.9%	-9.5%	-11.8%	15.7%
O=S(=O)(N/N=C\c1cccc(F)c1)c1ccccc1	-6.9%	-2.1%	-1.4%	.	-0.6%	4.9%	0.3%	-5.8%	53.1%[activator]
CC(C)(C)n1nc2c(c1NC(=O)c1ccc(C(F)(F)F)cc1)CS(=O)(=O)C2	-22.9%	-3.0%	-1.1%	.	7.6%	0.0%	4.0%	-1.6%	12.9%
COCCn1c(SCCCC(=O)c2ccc(Br)cc2)nnc1-c1ccncc1	-8.8%	-0.4%	-0.4%	-11.9%	17.3%	8.4%	-7.8%	-11.9%	13.7%
COCCCNC(=O)C1CCN(c2nnc(-n3cccc3CNc3ccc(C)cc3)s2)CC1	-16.7%	3.9%	-6.1%	-4.6%[59 µM]	4.6%	-1.9%	.	?	12.8%
Cc1ccc(C(=O)CC(C(=O)O)c2cn(CCC#N)c3ccccc23)cc1 (stereo not given)	50.1µM*	-5.0%	0.4%	?	0.2%	20.6%	-8.6%	2.6%	?

Exported with two lines to a compound: part of the list above.
Screens in order: JMJD2A Tudor inh	Pin1 inh	BLM inh	G9a inh	Pol iota inh	GLS inh	PGK inhibitor	BAZ2B inh	HP1b chromo inh
> O=S(=O)(N/N=C\c1cccc(F)c1)c1ccccc1
 : -6.9%	-2.1%	-1.4%	.	-0.6%	4.9%	0.3%	-5.8%	53.1%[activator]
> CC(C)(C)n1nc2c(c1NC(=O)c1ccc(C(F)(F)F)cc1)CS(=O)(=O)C2
 : -22.9%	-3.0%	-1.1%	.	7.6%	0.0%	4.0%	-1.6%	12.9%
> COCCn1c(SCCCC(=O)c2ccc(Br)cc2)nnc1-c1ccncc1
 : -8.8%	-0.4%	-0.4%	-11.9%	17.3%	8.4%	-7.8%	-11.9%	13.7%

(cont.)
SMILES	JMJD2A Tudor inh	Pin1 inh	BLM inh	G9a inh	Pol iota inh	GLS inh	PGK inhibitor	BAZ2B inh	HP1b chromo inh
Cc1cc(=O)oc(C)c1C(=O)NCC(C)C	-14.5%	-8.3%	-2.0%	-12.4%	-17.9%	-0.8%	-8.9%	11.7%	33.6%[activator]
CCOC(=O)c1ccc(NC(=S)Nc2ccc(Br)cc2N)cc1	?	-1.6%	.	.	24.7%	4.5%	-1.5%	.	-6.9%
CN(c1cccc(NS(=O)(=O)c2ccccc2)c1)S(C)(=O)=O	3.8%	-1.1%	1.4%	7.3%	60.0%[activator]	0.9%	-5.4%	16.6%	26.7%
Cc1ccc(-c2csc(SCC(=O)Nc3cc(C)on3)n2)cc1	6.3%	-2.4%	-9.7%	21.7%[59 µM]	-1.4%	-0.5%	-5.8%	11.1%	37.7%[activator]
O=C(CSc1nc(O)c(C/C=C/c2ccccc2)c(=O)[nH]1)Nc1cccc(F)c1	-29.8%	14.4%	-0.9%	-37.7%[59 µM]	?	0.4%	7.8%	-12.1%	-10.0%
CC(=O)Nc1ccc(O)c(-c2nc3ccccc3s2)c1	-2.8%	0.3%	0.3%	-24.9%	-11.8%	-4.6%	-2.4%	.	13.2%
Cc1cc(CNCCN(C)C)c(C)n1-c1cc(S(=O)(=O)N2CCOCC2)ccc1N1CCCC1	8.91µM*	6.2%	.	.	19.5%	-0.5%	i	.	-14.3%
O=C(NCC1CCCO1)C(=O)NCC(c1ccco1)N1CCN(c2ccccc2)CC1 (stereo not given)	-23.8%	-9.1%	-3.6%	-7.9%[59 µM]	8.0%	26.7%	-1.0%	-17.3%	-8.3%
COc1ccc(CC(=O)OCc2cc3cccc(C)c3[nH]c2=O)cc1	-5.8%	2.4%	-0.7%	-40.0%	-24.6%	-2.4%	-2.9%	5.0%	17.5%
O=C(CSc1ccc2ccccc2c1Br)Nc1cccc(S(=O)(=O)NC2=NCCCCC2)c1	-23.9%	26.1%	-4.3%	-3.6%[59 µM]	-10.7%	-8.7%	-0.2%	-1.3%	13.0%
COC(=O)c1ccc(Cl)cc1NC(=O)N(C)CCc1c(C)nn(C)c1C	-3.6%	-9.2%	2.2%	2.4%[59 µM]	14.1%	-14.0%	5.3%	-15.0%	18.6%
CC(=O)c1cccc(N2C(=O)C3C4CCC(C4=C(C)C)C3C2=O)c1 (stereo not given)	0.7%	-1.3%	1.8%	6.6%[59 µM]	-23.1%	10.0%	3.0%	22.9%	16.9%

3 entries from above, arranged by the number in G9a inh, falling.
SMILES	JMJD2A Tudor inh	Pin1 inh	BLM inh	G9a inh	Pol iota inh	GLS inh	PGK inhibitor	BAZ2B inh	HP1b chromo inh
CN(c1cccc(NS(=O)(=O)c2ccccc2)c1)S(C)(=O)=O	3.8%	-1.1%	1.4%	7.3%	60.0%[activator]	0.9%	-5.4%	16.6%	26.7%
Cc1cc(=O)oc(C)c1C(=O)NCC(C)C	-14.5%	-8.3%	-2.0%	-12.4%	-17.9%	-0.8%	-8.9%	11.7%	33.6%[activator]
CC(=O)Nc1ccc(O)c(-c2nc3ccccc3s2)c1	-2.8%	0.3%	0.3%	-24.9%	-11.8%	-4.6%	-2.4%	.	13.2%

(cont.)
SMILES	JMJD2A Tudor inh	Pin1 inh	BLM inh	G9a inh	Pol iota inh	GLS inh	PGK inhibitor	BAZ2B inh	HP1b chromo inh
CCOC(=O)c1[nH]c2ccccc2c1NC(=O)c1cc(Cl)ccc1Cl	-26.6%	5.0%	-3.3%	-33.2%[59 µM]	-14.5%	-1.8%	i	-15.9%	5.1%
CCc1cccc(C)c1NC(=S)N(CCOC)C(C)c1ccco1 (stereo not given)	2.8%	-4.9%	-4.6%	5.0%[12.7 µM]	20.4%	0.0%	2.6%	-14.6%	26.4%
Cc1ccc(C)c(NS(=O)(=O)c2c(C)[nH]c(C)c2C(=O)N2CCCCC2)c1	-19.1%	-4.4%	-0.5%	?	18.3%	-4.6%	-2.3%	-17.8%[57.1 µM]	45.7%[activator]
COc1cccc(CN(C)C(=O)Cc2c[nH]c3ccccc23)c1OC	-7.4%	-2.9%	-6.4%	19.3%	100.3%[activator]	-12.5%	-8.2%	-8.3%	16.6%
CN(C)c1ccc2nsnc2c1[N+](=O)[O-]	-5.5%	6.2%	-5.0%	-22.5%	22.3%	-1.7%	-3.6%	-17.5%	25.7%
CN(C)CCCNC(=S)NCc1ccc(Cl)cc1	-17.7%	-15.6%	3.0%	-7.3%[59 µM]	-10.1%	2.7%	i	11.6%	11.6%
CCOC(=O)c1c[nH]c2c(Cl)c(Cl)ccc2c1=O	?	3.7%	-3.1%	-3.9%	?	28.7%	i	-0.2%	?
COc1ccc(CNC(=O)COC(=O)/C=C/c2ccc(S(=O)(=O)N3CCOCC3)cc2)cc1	-18.9%	-1.5%	-3.7%	-2.8%	27.5%	0.0%	13.5%	-17.6%	20.3%
O=c1c2ccccc2sn1-c1ccc(S(=O)(=O)N2CCCC2)cc1	11.2µM*	-2.6%&-8.1%	-6.2%	.	-11.5%&-3.6%	?	-2.7%	7.08µM*	1.41µM*
CCc1nnc(NC(=O)CSc2nnc(-c3ccccc3OC)n2-c2ccc(C)cc2)s1	-16.2%	?	-5.0%	?	8.8%	44.6%[activator]	6.4%	-8.4%	47.7%[activator]
Cc1cc(C(C)c2ccccc2)c(O)c(CN2CCOCC2)c1C (stereo not given)	?	-1.3%	4.0%	?	4.5%	15.2%	2.3%	?	-7.3%
Cc1ccc2nc(-c3cccc(NC(=O)c4cccc5ccccc45)c3)oc2c1	1.5%	7.3%	-3.7%	4.1%[59 µM]	36.3%	-2.8%	i	-13.2%	26.2%
Fc1ccc(COc2cccc(CNCc3ccncc3)c2)cc1	-5.1%	7.6%	-11.1%	.	16.4%	6.5%	-12.6%	?	33.2%
C=CCn1c(SCC(=O)Nc2ccccc2OC)nc(O)c(CC)c1=O	-17.5%	1.0%	0.0%	4.8%	17.2%	0.4%	-6.1%	4.3%	15.1%
Cc1ccc(NC(=O)c2sc(N)nc2-c2ccc([N+](=O)[O-])cc2)cc1C	-1.8%	3.9%	0.3%	.	17.4%	6.4%	-0.2%	-2.0%	19.1%
Cc1ccc(S(=O)(=O)NC(=O)c2ccc(-c3ccc(C)c4ccccc34)o2)cc1	44.7µM*	.	-5.4%	50.1µM*	?	1.9%	-18.7%	?	-2.1%
CC(=NN(Cc1ccccc1)c1ccccc1)c1ccccc1	0.0%	-10.5%	.	.	9.4%	16.1%	i	.	26.0%
Cc1cccc2cc(CN(Cc3ccc(F)cc3)Cc3nnnn3C3CCCC3)c(=O)[nH]c12	-2.5%	1.1%	1.1%	9.2%[59 µM]	-3.1%	-1.6%	.	3.1%	30.8%
Cc1nc2ncccn2c1-c1csc(Nc2cccc(C(=O)O)c2)n1	?	-3.9%	-3.8%	?	37.4%[activator]	-22.8%	i	0.4%	?
COc1ccccc1CNC(=O)C1CCN(C(=O)N(C)C)CC1	-15.8%	3.9%	0.0%	-7.1%	25.7%	4.0%	10.3%	15.6%	19.8%
